Screens: PubChem, National Center for Advancing Translational Sciences (NCATS)
HT1080 IDH1KD tx = kills HT-1080 cells with IDH1 knockdown; HT-1080 IDH1 knockdown viability, ATP luminescence, 48 h; Potency, µM (highest dose often 46.1 µM), inactives show top-dose activity, negative = toxicity, hits mostly cytotoxic; hit rate 2% among 360,000; AID 686971;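 further: potency means the concentration at half of the fitted maximal effect; 0% = DMSO wells and -100% = cell-free medium wells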
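% activity derives from luminescence (CellTiter-Glo), normalised to DMSO and no-cell wells. HT-1080-IDH1KD cells, 750/well, had 48 h compound exposure at 37 °C.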
IL-1B inflam inh = inhibitors of inflammasome signaling (IL-1 beta secretion); hit rate 4.7% among 360,000; activity change, % at 57.5 µM; THP-1 LPS/ATP IL-1B secretion, AlphaLISA, 16 h; stronger effect = lower value; in the data active means activity change below about -50%; inconclusive means mostly about -30% to -49%; further: on the % scale 0 is the no-effect control and ±100 the full control effect
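THP-1 cells pretreated 1 hr with compounds (up to 57.5 uM final), then stimulated with LPS (250 ng/mL final) plus ATP (1.25 mM final); secreted IL-1B measured by AlphaLISA after 16 hr, decreased signal indicating inhibition.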
HT1080NT lethal = kills 2HG-producing HT-1080-NT fibrosarcoma cells. HT-1080-NT fibrosarcoma viability, CellTiter-Glo ATP luminescence, 48 h. Potency, µM (doses to about 46.1 µM), inactives show at the top dose activity, negative = less viability, usual class: cytotoxic. AID 686970. hit rate 1.6% among 360,000;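 further: NT is the 2HG producing partner of a matched IDH1 knockdown line; potency means the concentration at half of the fitted maximal effect; 0% = DMSO-treated cells and -100% = media-only wells without cells; nearly all actives have a fitted effect of over 55% in size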
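Fibrosarcoma NT cells, 750 per well in 5% FBS RPMI, were exposed to compound for 48 hours. Viability: CellTiter-Glo luminescence.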
ATXN viability = cell viability loss in ATXN counter-screen. AID 651635. S2 cells (HEK-293 line with an ATXN2-luciferase reporter) viability, CellTiter-Fluor protease fluorescence, 24 h. Potency, µM (series often up to 56.7 µM), hits mostly cytotoxic. hit rate 0.49% among 400,000; further: potency means the concentration at half of the fitted maximal effect; nearly all actives have a fitted effect of over 40% in size
MCF10A rereplic = inducers of DNA re-replication in MCF 10A breast cells | hit rate 2.9% among 350,000 | MCF 10A DNA re-replication, Hoechst nuclear intensity, 48 h | Potency, µM (titrated, usually from 46.1 µM), inactives show top-dose activity, positive = re-replication, hits mostly activators; further: potency means the concentration at half of the fitted maximal effect; % of control where 0% means no effect; nearly all actives have a fitted effect of over 50% in size
KB-3-1 cytotox = kills parental KB-3-1 adenocarcinoma cells; KB-3-1 viability, CellTiter-Glo ATP luminescence, 72 h; Potency, µM (series often up to 46.1 µM), for inactives: top-dose activity change, negative = cytotoxic, usual class: cytotoxic; hit rate 1.4% among 400,000; AID 1347075; further: potency means the concentration at half of the fitted maximal effect; on the % scale 0 is the no-effect control and ±100 the full control effect; nearly all actives have a fitted effect of over 60% in size
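Parental KB-3-1 viability, qHTS format: 72 h compound exposure, 37 °C; CellTiter-Glo; media-only wells and DMSO plates as controls; concentration-effect fits on corrected data.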
SW480 rerep = inducers of DNA re-replication in SW480 colon cancer cells; Potency, µM (top dose mostly 46.1 µM), for inactives: top-dose re-replication activation, usual class: activators; SW480 DNA re-replication, Hoechst DNA content imaging, 48 h; hit rate 1.8% among 340,000; AID 624297; further: potency means the concentration at half of the fitted maximal effect; % of control where 0% means no effect; nearly all actives have a fitted effect of over 55% in size
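Readout is total intensity of Hoechst-stained nuclei, excited at 405 nm and collected at 500-530 nm. Compound treatment lasted 48 hr at 37 C in 5% CO2 before staining.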
ATXN2 expr inh = ATXN2 expression inhibition; HEK-293 ATXN2-luciferase reporter, luminescence, 24 h; hit rate 0.72% among 360,000; AID 1745845; Potency, µM (titrated, usually from 57 µM), for the others: at the top dose activity change, negative = inhibition, usual class: inhibitors; further: potency means the concentration at half of the fitted maximal effect; on the % scale 0 is the no-effect control and ±100 the full control effect; nearly all actives have a fitted effect of over 55% in size
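ATXN2-luciferase reporter cells (luciferase flanked by upstream and downstream ATXN2 gene portions) were treated 24 h at 37 °C with compounds at up to 57 uM. SteadyGlo luminescence gave expression; GF-AFC fluorescence gave viability.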
KB-V1 cytotox = kills drug-selected multidrug resistant KB-V1 cells | KB-V1 MDR cells viability, CellTiter-Glo, 72 h | Potency, µM (highest dose often 46.1 µM), for inactives: at the top dose activity change, negative = cytotoxicity, hits mostly cytotoxic | hit rate 3.4% among 400,000; further: potency means the concentration at half of the fitted maximal effect; on the % scale 0 is the no-effect control and ±100 the full control effect; nearly all actives have a fitted effect of over 60% in size
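Readout: CellTiter-Glo luminescence, 10 min after addition. Cells: KB-V1 MDR subline, 72 h at 37 degrees C with compound. Analysis: corrected, normalized data fitted to concentration-effect curves.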
Starred values were filed as active, the others as inactive; i = inactive; ? = inconclusive; . = no result given; & = joins results of further samples; [ ] = remark or other dose. Unless noted, the call rests on the fitted dose curve; in most records, active means well fitted curve in the direction sought with a large enough effect; inconclusive means small, poorly fitted or top-dose-only effect, or another doubt; inactive means no such curve, though single readings can be large; an effect the other way counts as inactive or inconclusive.

SMILES	HT1080 IDH1KD tx	IL-1B inflam inh	HT1080NT lethal	ATXN viability	MCF10A rereplic	KB-3-1 cytotox	SW480 rerep	ATXN2 expr inh	KB-V1 cytotox
O=P(C(c1ccc2c(c1)OCO2)N1CCOCC1)(N1CCOCC1)N1CCOCC1 (configuration not stated)	-3%	0	-7%	i	?	-7%	-4%	-4%	-6%
C[C@H](CO)N1C[C@H](C)[C@H](CN(C)S(=O)(=O)c2ccc(Cl)cc2)OCc2ccccc2-c2c(n(C)c3ccccc23)C1=O	?	-15	?	?	.	?	.	?	?
Oc1ccc2c3c1O[C@H]1c4oc5ccccc5c4C[C@@]4(O)[C@@H](C2)N(CC2CC2)CC[C@]314	?	-65*	?	i	22%	0%	11%	111%[activator]	?
O=c1[nH]c(=O)n(-c2cccc3ccccc23)c(O)c1/C=N/N1CCCCCC1	-18%	-10	7%	i	1%	?	-9%	-23%	17%
C#C[C@@]1(O)CCC2C3CCC4=C/C(=N/OCC(=O)NC(C(=O)O)C(C)O)CC[C@]4(C)C3CC[C@@]21C (some centres not stated)	?	2	19%	i	-5%	3%	-2%	-13%	14%
COc1cccc(-n2c(CN3CCOCC3)nc3ccc([N+](=O)[O-])cc3c2=O)c1	6%	11	6%	i	5%	2%	16%	7%	2%
CCOC(=O)C1CCN(C(C)C(=O)c2c[nH]c3ccccc23)CC1 (configuration not stated)	-3%	-8	0%	i	13%	?	-9%	2%	0%
NC(=O)C1(N2CCCCC2)CCN(Cc2ccccc2)CC1	7%	-20	-1%	i	2%	1%	4%	-2%	-28%
COC(=O)C1=C(c2cccc(OC)c2OC)C[C@@H]2CC[C@H]1N2C(=O)N1CCCCC1	2%	36	12%	i	-8%	4%	-8%	12%	-14%
CCn1c(O)c(C=Nc2cc(Cl)ccc2Cl)c(=O)n(CC)c1=O	-7%	50	-13%	i	1%	-7%	?	14%	2%
CCc1ccc(-n2nc(C)c3c2NC(=O)CSC3c2ccc(OC)cc2OC)cc1 (configuration not stated)	.	.	.	i	.	?	.	?	-12%
c1ccc2cc(C3N4CCCN34)ccc2c1 (configuration not stated)	-2%	3	1%	i	0%	-3%	2%	25%	7%
Cn1cc(C(=O)Cc2ccccc2)c2ccccc21	0%	-15	0%	i	-5%	13%	-7%	3%	6%
O=C1CNC(c2ccccc2Cl)c2cc(Br)ccc2N1 (configuration not stated)	-6%	-5	-19%	i	3%	2%	0%	1%	-8%
CCc1nc2ccc(N3CCN(C)CC3)cc2nc1CC	3%	-2	19%	.	-6%	4%	?	-4%	-10%
Cc1ccccc1-c1nc(CS(=O)CC(=O)N2CCC3(CC2)OCCO3)c(C)o1 (configuration not stated)	16%	9	1%	i	-2%	18%	-1%	-2%	13µM*
NC1CC2CCCCC2CC1(O)c1ccccc1 (configuration not stated)	2%	-15	3%	i	.	11%	.	.	-5%
CC(C)(O)/C=C/C(=O)[C@](C)(O)C1[C@H](O)C[C@@]2(C)C3CC=C4C(C[C@H](O)[C@@H](O)C4(C)C)[C@]3(C)C(=O)C[C@]12C (some centres not stated)	1.3µM*	-87*	1.3µM*	?	1.3µM*	?	?	?	-11%
O=C1CC(N2CCC(n3c(=O)[nH]c4ccccc43)CC2)C(=O)N1c1ccc(F)cc1 (configuration not stated)	10%	-15	9%	?	2%	3%	0%	-7%	13%
C[N+]1(C)[C@@H]2CC[C@H]1CC(OC(=O)[C@@H](CO)c1ccccc1)C2 (some centres not stated)	-6%	9	-2%	i	-1%	-4%	-3%	.	-7%
CSc1ccc(CNC(C)C(O)c2ccccc2)cc1 (configuration not stated)	-4%	-1	?	i	-24%	6%	0%	-22%	-5%
COCCNC(=O)Cn1cc(/C=C2\C(=O)NC(=O)N(c3ccccc3F)C2=O)c2ccccc21	2%	37	8%	i	0%	-1%	0%	-7%	-25%
COc1ccc(CC2C(=O)NC(C)C(=O)N(C)C3C(=O)N(C)C(Cc4ccc(O)c(c4)Oc4ccc(cc4)C3O)C(=O)NC(C)C(=O)NC(C)C(=O)N2C)cc1 (configuration not stated)	0.073µM*	-101*	0.46µM*	?	0.26µM*	0.16µM*	?	0.084µM*	-2%
COC(=O)C1=C(c2ccc(OCc3ccccc3)cc2)C[C@@H]2CC[C@H]1N2C(=O)NCc1ccccc1OC	-25%	-4	-14%	?	.	21µM*	.	-28%	?
O=C(NC(=O)c1c(F)cccc1F)Nc1cc(Cl)c(OC(F)(F)C(F)C(F)(F)F)cc1Cl (configuration not stated)	.	.	.	i	19%	.	1%	-15%	.

Whole records, looked up by structure. Order of screens: HT1080 IDH1KD tx, IL-1B inflam inh, HT1080NT lethal, ATXN viability, MCF10A rereplic, KB-3-1 cytotox, SW480 rerep, ATXN2 expr inh, KB-V1 cytotox
O=c1[nH]c(=O)n(-c2cccc3ccccc23)c(O)c1/C=N/N1CCCCCC1 in the list: -18%, -10, 7%, i, 1%, ?, -9%, -23%, 17%
CC(C)(O)/C=C/C(=O)[C@](C)(O)C1[C@H](O)C[C@@]2(C)C3CC=C4C(C[C@H](O)[C@@H](O)C4(C)C)[C@]3(C)C(=O)C[C@]12C (some centres not stated) in the list: 1.3µM*, -87*, 1.3µM*, ?, 1.3µM*, ?, ?, ?, -11%
c1ccc2cc(C3N4CCCN34)ccc2c1 (configuration not stated) in the list: -2%, 3, 1%, i, 0%, -3%, 2%, 25%, 7%

The listing continues.
SMILES	HT1080 IDH1KD tx	IL-1B inflam inh	HT1080NT lethal	ATXN viability	MCF10A rereplic	KB-3-1 cytotox	SW480 rerep	ATXN2 expr inh	KB-V1 cytotox
O=C1NC(=O)N(Cc2ccccc2)C(=O)/C1=C\N1CCCc2ccccc21	0%	4	6%	i	-6%	-16%	0%	-11%	-24%
Cc1c(C)c2cc(Cl)c(OCC(=O)N3C[C@H]4C[C@@H](C3)c3cccc(=O)n3C4)cc2oc1=O	0%	-3	1%	i	7%	0%	-4%	-8%	-8%
Cn1c(CN2CCN(C(=O)COc3ccccc3)CC2)nc2cc([N+](=O)[O-])ccc21	3%	22	-1%	i	-2%	7%	-13%	-12%	18%
COC(=O)C1=C(c2ccc(OCc3ccccc3)cc2)C[C@@H]2CC[C@H]1N2C(=O)NCc1ccc(OC)cc1	-29%	0	-11%	i	.	0%	.	0%	0%
CCOP(=O)(OCC)C(NC(=O)CC(C)C)C(Cl)(Cl)Cl (configuration not stated)	0%	11	13%	i	10%	5%	0%	-2%	4%
CCN(C=C1CC2C3CC=C4CC(O)CCC4(C)C3CCC2(C)C1=O)CC (configuration not stated)	?	-18	-24%	i	?	-4%	17%	-5%	-21%
Cc1cc(C(=O)OC(C)C(=O)Nc2ccccc2)c(C)n1C1CC1 (configuration not stated)	-9%	11	-9%	i	.	-9%	.	.	-30%
Cc1ccc2c(c1)CC1(CN2C)C(=O)NC(=O)N(c2ccc(C)c(C)c2)C1=O (configuration not stated)	1%	17	-1%	i	?	5%	-4%	3%	4%
C=CCn1c(O)c(C(C)=NCCCN2CCOCC2)c(=O)[nH]c1=O	15%	2	14%	i	1%	-14%	-8%	-8%	-5%
CC(/C=C(\C)Nc1ccccc1)=Nc1ccccc1	-4%	0	-6%	i	4%	-2%	-1%	-5%	-13%
CN1C(=O)N(C)C(=O)C2(Cc3c(ccc4ccccc34)N(C)C2)C1=O	-10%	19	-14%	i	13%	-1%	2%	-3%	0%
CCc1sc(C(=O)N2CCC3(CC2)OCCO3)cc1Br	1%	-13	-1%	i	-24%	7%	-2%	6%	1%
Cc1cc(/C=C2\C(=O)NC(=O)N(Cc3ccccc3)C2=O)c(C)n1-c1ccc(Cl)c(C(=O)O)c1	2%	15	11%	?	-5%	-2%	-8%	4%	18%
CCOc1cc2c(cc1OCC)-n1cccc1C(c1ccccc1O)NC2 (configuration not stated)	?	-4	?	i	7%	-5%	-20%	-23%	?
COc1ccc(-c2nn(Cc3ccccc3)cc2C(=O)NC2CC2)cc1OC	-15%	20	7%	?	0%	7%	2%	2%	-1%
O=C(CN1C(=O)CN=C(c2ccccc2)c2ccccc21)NCc1ccco1	-2%	0	-2%	i	19%	12%	5%	-8%	-14%
Cn1c(O)c(/C=N/N2CCOCC2)c(=O)n(C)c1=S	-1%	-3	9%	i	2%	-3%	-9%	-16%	9%
O=C(COc1ccccc1)N1CCN(C2CCCC2)CC1	14%	-9	24%	i	2%	12%	0%	7%	-4%
C[C@]12N[C@H](Cc3ccccc31)c1ccccc12	-4%&0%	-15&-16	-11%&0%	i	4%&-11%	0%&0%	8%&-65%	-2%&3%	0%&-3%
CN(C)P(=O)(C(Cl)=C(N1CCCCC1)N1CCCCC1)N(C)C	13µM*	?	-28%	?	-1%	13%	-2%	?	5%
CCOC(=O)CNC(=O)N1Cc2cc(-c3ccccc3)ccc2-n2nncc2C1	6%	9	16%	i	.	0%	.	-14%	-9%
CCC(C)N1Cc2ccccc2C1=N (configuration not stated)	19%	1	6%	i	-10%	-1%	-3%	-9%	4%
Fc1ccc(CNC2CN3CCC2CC3)cc1 (configuration not stated)	1%	-14	3%	i	-1%	-3%	-1%	.	11%
O=C1/C(=C\c2ccc(Cl)c(Cl)c2)N2CCC1CC2	-7%	-79*	1%	i	?	2%	-12%	9%	21%
CC(=O)Nc1nnc(CCN(CCc2nnc(NC(C)=O)s2)[N+](=O)[O-])s1	15%	-3	21%	i	1%	0%	-6%	18%	-2%
CCOP(=O)(OCC)/C(=N/OC(=O)c1ccc(Cl)cc1Cl)C(N)=O	11%	21	?	i	2%	-6%	-3%	23%	?
O=C1NC(=O)N(Cc2ccc(F)cc2)C(=O)/C1=C\c1ccc([N+](=O)[O-])s1	-1%	-7	-21%	?	?	-11%	?	-26%	16%
CN(C)C(=O)Oc1ccnc2cc(Cl)ccc12	10%	-73*	-1%	i	-12%	7%	-8%	-5%	7%
C[C@]12CC[C@H](O)C[C@H]1CC[C@@H]1[C@@H]2CC[C@]2(C)[C@@H](C3=CC(=O)OC3)CC[C@]12O	0.26µM*	?	0.52µM*	?	?	1.6µM*	?	0.32µM*	1.5µM*

The list is partial; rates above refer to the full screens.
